ABCG2 block: human ABCG2 inhibition, ABCB1 as counter-screen. Q9UNQ0. actives 0.1% (n = 190,000). AID 1325. inhibition, % at 6.6 µM. IgMXP3 cells, JC-1 efflux, flow cytometry;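 active = inhibition above 80%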;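 also: 0% = DMSO and 100% = nicardipine control wells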
Target sequence (Q9UNQ0 whole entry, looked up): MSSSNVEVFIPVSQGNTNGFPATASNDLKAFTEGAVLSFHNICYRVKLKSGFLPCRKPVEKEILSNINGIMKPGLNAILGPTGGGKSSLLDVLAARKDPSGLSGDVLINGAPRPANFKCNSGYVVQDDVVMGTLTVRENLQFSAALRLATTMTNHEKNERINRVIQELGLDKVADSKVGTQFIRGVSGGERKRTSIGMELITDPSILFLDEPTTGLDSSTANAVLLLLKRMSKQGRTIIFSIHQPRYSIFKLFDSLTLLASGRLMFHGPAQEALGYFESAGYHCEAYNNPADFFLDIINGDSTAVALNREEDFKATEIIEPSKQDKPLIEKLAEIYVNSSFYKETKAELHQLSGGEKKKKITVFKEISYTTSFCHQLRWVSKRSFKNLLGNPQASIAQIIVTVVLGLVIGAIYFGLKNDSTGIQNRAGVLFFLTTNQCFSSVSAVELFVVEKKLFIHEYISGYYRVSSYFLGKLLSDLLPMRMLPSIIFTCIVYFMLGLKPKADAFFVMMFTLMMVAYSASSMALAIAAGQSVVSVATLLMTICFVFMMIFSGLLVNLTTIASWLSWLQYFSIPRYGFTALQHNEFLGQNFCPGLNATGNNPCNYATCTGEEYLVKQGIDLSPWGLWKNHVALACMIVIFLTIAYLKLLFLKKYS
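Test system: IgMXP3 cells (ABCG2) mixed with DDAO far-red-labelled CCRF-Adr cells (ABCB1). Reagent: JC-1 transporter substrate. Compound dosing: single test compound dose, 6.6 µM final. Times: 10 min compound exposure, 25 °C. Detection: flow cytometry of retained JC-1 fluorescence. Read-out basis: efflux inhibition in percent versus controls. Controls: nicardipine and DMSO wells.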
RGS7-Gao reg: regulators of human RGS7-Galphao interaction | Multiplexed bead flow cytometry, RGS7-Galphao binding; actives lie on both sides | binding response (% of control), % at 10 µM | actives 0.35% (n = 220,000); in the data active = binding response below about 49% or above about 150%; inconclusive = no clear call, values can overlap the other calls; inactive = in between;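 also: fluorescent Galphao held in activated GDP-AlF4 state binding bead-coupled RGS7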
Target sequence (P09471 whole entry, looked up): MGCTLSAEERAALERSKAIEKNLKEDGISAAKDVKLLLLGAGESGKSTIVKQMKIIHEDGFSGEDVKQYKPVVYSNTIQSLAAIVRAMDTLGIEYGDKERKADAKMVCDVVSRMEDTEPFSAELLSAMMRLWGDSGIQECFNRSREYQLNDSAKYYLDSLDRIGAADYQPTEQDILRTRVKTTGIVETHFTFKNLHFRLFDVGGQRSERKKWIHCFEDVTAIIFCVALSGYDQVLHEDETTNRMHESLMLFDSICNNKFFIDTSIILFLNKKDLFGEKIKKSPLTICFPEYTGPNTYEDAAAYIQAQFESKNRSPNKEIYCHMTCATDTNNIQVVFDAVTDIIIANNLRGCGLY
Bim-Bcl-W: inhibitors of Bim-Bcl-W interaction, human | actives 0.02% (n = 190,000) | bead-based flow cytometry, Bim peptide-Bcl-W binding | AID 952 | Q92843 | inhibition, % at 10 µM;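 also: 0% = bound tracer without compound and 100% = peptide blocker; higher means less fluorescent Bim peptide bound to Bcl-W beads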
RGS4-Gao reg: modulates binding of RGS4 to human Galphao. P09471. binding response (% of control), % at 10 µM. actives 0.33% (n = 220,000). Multiplexed bead flow cytometry; actives lie on both sides; in the data active = binding response below about 49% or above about 150%; inactive = in between;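 also: fluorescent Galphao activated with aluminum fluoride binding bead-coupled RGS4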
Bim-Mcl-1: human Bim-Mcl-1 interaction inhibition. Bead-based flow cytometry, Bim peptide-Mcl-1 binding. actives 0.1% (n = 190,000). Q07820. inhibition, % at 10 µM;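 also: 0% = no compound tracer wells and 100% = peptide blocker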
Bcl-2 Bim block: inhibitors of Bim-Bcl-2 interaction, human | Bead-based flow cytometry, Bim peptide-Bcl-2 binding | actives 0.06% (n = 190,000) | P10415 | inhibition, % at 10 µM | AID 950; in the data active = inhibition above about 40%; inconclusive = no clear call, values can overlap the other calls;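 also: 0% = no compound wells with probe peptide and 100% = reference peptide inhibitor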
Bim-Bfl-1: human Bim-Bfl-1 interaction inhibition. AID 1008. Bead-based flow cytometry, Bim-Bfl-1 binding inhibition. actives 0.12% (n = 190,000). inhibition, % at 10 µM;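 also: 0% = wells without compound plus tracer and 100% = blocker peptide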
RGS8-Gao: modulates binding of RGS8 to human Galphao; P09471; actives 0.34% (n = 220,000); response (percent of control binding), % at 10 µM; multiplexed bead flow cytometry; actives lie on both sides; AID 1423; in the data active = response below about 60% or above about 140%; inactive = in between;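 also: Galphao activated as the GDP aluminium fluoride complex binding bead-coupled RGS8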
ABCB1 block: human ABCB1 inhibition, ABCG2 as counter-screen | P08183 | CCRF-Adr cells, JC-1 efflux, flow cytometry | inhibition, % at 6.6 µM | actives 0.067% (n = 190,000); in the data active = inhibition above about 40%;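 also: 0% = vehicle and 100% = reference inhibitor; higher value means more JC-1 retained so stronger ABCB1 efflux block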
Bim-Bcl-B: disrupts Bim peptide binding to human Bcl-B | Q9HD36 | bead-based flow cytometry | inhibition, % at 10 µM | actives 0.073% (n = 190,000);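 also: 0% = tracer peptide without compound and 100% = reference inhibitor peptide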
Bcl-XL Bim block: inhibitors of Bim-Bcl-XL interaction, human | Q07817 | Bim peptide-Bcl-XL binding, bead flow cytometry, fluorescence | inhibition, % at 10 µM | actives 0.04% (n = 190,000) | AID 1007
Numbers without * were called inactive; ? = inconclusive; . = no result given. Rule as the data show it, unless noted: active = inhibition above about 40%.

Order of results – ABCG2 block, RGS7-Gao reg, Bim-Bcl-W, RGS4-Gao reg, Bim-Mcl-1, Bcl-2 Bim block, Bim-Bfl-1, RGS8-Gao, ABCB1 block, Bim-Bcl-B, Bcl-XL Bim block
#1 CC1(C)CC(=O)CC(C2(O)C(=O)N(Cc3ccccc3)c3ccccc32)O1 (stereo unspecified)
    -2.1, 102.1, 0.0, 102.9, 1.0, -12.0, -11.0, 101.1, -2.2, -2.0, -4.0
#2 COCCN1Cc2cccc(C(=O)Nc3cccc(C)c3C)c2C1=O
    38.7, 99.3, -1.0, 101.2, -3.0, -9.0, -19.0, 101.6, 2.8, -9.0, -6.0
#3 Cc1cc(C)n2nc(CC(=O)NC3CCCCCCC3)nc2n1
    0.0, 102.9, 0.0, 100.3, -3.0, -5.0, -1.0, 100.7, -0.1, -2.0, 0.0
#4 COCc1nnc(NC(=O)c2cccs2)s1
    12.1, 99.3, -5.0, 100.2, -8.0, -9.0, -20.0, 101.3, 0.4, -8.0, -11.0
#5 COc1ccccc1N1C[C@@H]2C[C@@H](c3ccco3)N3CCC[C@@]23C1=O
    -0.2, 99.7, 1.0, 92.0, 0.0, -3.0, -7.0, 97.9, 0.4, -4.0, -1.0
#6 O=C(CSc1ncccn1)Nc1cc(Cl)ccc1[N+](=O)[O-]
    5.4, 103.9, 0.0, 97.9, -1.0, 0.0, 2.0, 105.5, 0.9, 0.0, -2.0
#7 Cc1ccc(S(=O)(=O)N2CCC(C(N)=O)CC2)c(C)c1C
    0.5, 102.0, 3.0, 104.1, 1.0, 0.0, 0.0, 102.8, 0.1, 2.0, 2.0
#8 c1ccc2c(-n3cnnn3)cccc2c1
    1.4, 101.2, 0.0, 104.3, -1.0, -7.0, -11.0, 106.6, 0.3, -8.0, -4.0
#9 COCc1cc(C(C)=O)ccc1OCC(=O)Nc1ccc(NC(C)=O)cc1
    6.9, 92.3, 1.0, 99.6, 0.0, -1.0, -7.0, 101.3, 0.2, -3.0, -2.0
#10 O=S(=O)(c1ccc(C2CCCCC2)cc1)N1CCCC1
    -5.4, 100.2, -2.0, 98.0, -4.0, -9.0, -17.0, 101.8, 0.1, -8.0, -9.0
#11 Cc1nnc(Sc2nc3ccccc3o2)c2ccccc12
    11.4, 101.6, 6.0, 101.3, 8.0, 7.0, 12.0, 80.2, -0.5, 7.0, 8.0
#12 O=S(=O)(NCC(c1ccco1)N1CCN(c2ccccc2)CC1)c1ccc(F)cc1 (stereo unspecified)
    4.9, 99.4, -7.0, 99.3, -2.0, -6.0, -7.0, 100.2, 2.1, -5.0, -8.0
#13 Cc1c(N=Cc2cccs2)c(=O)n(-c2ccccc2)n1C
    1.4, 104.2, -1.0, 103.9, -1.0, 3.0, 1.0, 95.2, 0.2, -2.0, 0.0
#14 CSCC(NS(=O)(=O)c1ccc(C)cc1)C(=O)O (stereo unspecified)
    6.0, 102.7, -2.0, 102.3, 0.0, -3.0, -9.0, 102.2, 1.1, -6.0, -5.0
#15 COC(c1ccccc1)c1nnc(CCC(=O)NCCCc2ccccc2)o1 (stereo unspecified)
    0.7, 110.3, -2.0, 110.6, -1.0, -2.0, 1.0, 108.3, 0.5, -4.0, -1.0
#16 Cc1ccc(S(=O)(=O)N2CCN(C(C)C(=O)Nc3ccccc3-c3ccccc3)CC2)cc1 (stereo unspecified)
    11.3, 96.1, 0.0, 98.4, -3.0, -3.0, 0.0, 98.6, 7.6, -6.0, -3.0
#17 Cc1cccc(OCCC(=O)NCC(=O)Nc2c(C)cccc2C)c1
    15.9, 102.7, -3.0, 96.7, -5.0, -9.0, -6.0, 99.8, 0.8, -4.0, -9.0
#18 Cc1cc(O)ccc1N/C=C1\CCCC1=O
    10.1, 98.8, 2.0, 100.2, 0.0, -1.0, -6.0, 109.6, 0.5, 0.0, 1.0
#19 Cc1ccc(C(=O)N2CCCC2)cc1Br
    1.1, 102.7, -1.0, 100.2, -4.0, -1.0, -2.0, 97.4, 0.4, -2.0, -2.0
#20 CC1=[N+](C)c2ccc3ccccc3c2C1(C)C
    0.1, 96.0, -2.0, 96.2, 0.0, 2.0, 1.0, 97.9, 0.1, -1.0, 1.0

3 entries already listed, ordered by the number in Bim-Bcl-B, rising.
entry	molecule	RGS7-Gao reg	Bim-Bcl-W	RGS4-Gao reg	Bim-Mcl-1	Bcl-2 Bim block	Bim-Bfl-1	RGS8-Gao	Bim-Bcl-B	Bcl-XL Bim block
2	COCCN1Cc2cccc(C(=O)Nc3cccc(C)c3C)c2C1=O	99.3	-1.0	101.2	-3.0	-9.0	-19.0	101.6	-9.0	-6.0
12	O=S(=O)(NCC(c1ccco1)N1CCN(c2ccccc2)CC1)c1ccc(F)cc1 (stereo unspecified)	99.4	-7.0	99.3	-2.0	-6.0	-7.0	100.2	-5.0	-8.0
15	COC(c1ccccc1)c1nnc(CCC(=O)NCCCc2ccccc2)o1 (stereo unspecified)	110.3	-2.0	110.6	-1.0	-2.0	1.0	108.3	-4.0	-1.0

Other structures
Order of results – ABCG2 block, RGS7-Gao reg, Bim-Bcl-W, RGS4-Gao reg, Bim-Mcl-1, Bcl-2 Bim block, Bim-Bfl-1, RGS8-Gao, ABCB1 block, Bim-Bcl-B, Bcl-XL Bim block
#21 Cc1cc(=O)n2nc(N3CCC(C(=O)N4CCN(Cc5ccccc5)CC4)CC3)sc2n1
    -0.6, 102.5, -1.0, 100.2, 0.0, 0.0, -4.0, 100.5, -0.2, -4.0, -5.0
#22 Cc1cc2ncn(C(=O)N3CCCCCC3)c2cc1C
    10.4, 93.3, ., 90.9, ., ?, ., 87.6, 0.6, ., .
#23 CC1=NNC(=O)C1CC(=O)N/N=C(\C)c1ccco1 (stereo unspecified)
    0.2, 100.3, -1.0, 97.4, 0.0, -3.0, -2.0, 99.1, 1.2, 0.0, 0.0
#24 CCCn1cnc2c(=O)oc3ccccc3c21
    8.3, 98.9, 1.0, 99.0, 3.0, 4.0, 0.0, 99.7, 0.5, 0.0, 0.0
#25 COc1cccc(Nc2nc(-c3cccc(N4C(=O)c5ccccc5C4=O)c3)cs2)c1
    0.6, 101.7, 0.0, 100.0, 0.0, -1.0, 0.0, 101.0, 0.2, -1.0, 0.0
#26 CCCOc1ccc(N2CC(C(=O)NC3=NCCS3)CC2=O)cc1 (stereo unspecified)
    7.9, 100.9, 1.0, 96.4, 0.0, 1.0, -3.0, 100.6, 0.1, -1.0, 0.0
#27 CCCNC(=O)COC(=O)c1cc2c(=O)n3ccccc3nc2s1
    0.8, 110.7, 0.0, 102.3, -3.0, 3.0, 3.0, 101.0, 0.3, -4.0, -4.0
#28 Cc1cccc(C(=O)O/N=C(\N)c2cccc([N+](=O)[O-])c2)c1
    4.8, 100.9, 0.0, 100.4, 1.0, -3.0, -1.0, 101.3, 0.6, 0.0, -2.0
#29 Cc1ccccc1N1CCN(C(=O)C2CCCCC2)CC1
    9.9, 97.2, -2.0, 102.8, -5.0, -12.0, -18.0, 101.2, -1.4, -10.0, -4.0
#30 COCCCNS(=O)(=O)c1ccc(Cl)c(C(F)(F)F)c1
    3.1, 99.7, -1.0, 101.7, 2.0, 0.0, -4.0, 102.8, -0.2, -2.0, -2.0
#31 COc1ccc(NC(C)=O)cc1NC(=O)CN1CCN(c2ccccn2)CC1
    4.8, 99.2, 0.0, 96.2, -2.0, -1.0, -2.0, 96.6, 1.1, 0.0, -1.0
#32 COc1ccc(CCN2CN(S(=O)(=O)c3ccc(C)cc3)c3nc4ccccc4nc32)cc1OC
    13.6, 100.3, -1.0, 103.2, -1.0, -1.0, 0.0, 100.8, 8.9, -7.0, -3.0
#33 N/C(=N\OS(=O)(=O)c1ccccc1)c1ccccn1
    -2.7, 101.0, -3.0, 102.2, -1.0, -6.0, -6.0, 103.2, -0.7, -6.0, -6.0
#34 O=C(O)CC(SCC(=O)Nc1ccc(S(=O)(=O)N2CCCC2)cc1)C(=O)O (stereo unspecified)
    0.0, ?, 0.0, 99.2, 2.0, -5.0, -6.0, 100.9, 22.4, 0.0, 0.0
#35 O=S(=O)(Nc1c(S(=O)(=O)c2ccccc2)c2nc3ccccc3nc2n1C1CCCCC1)c1ccccc1
    -6.5, 99.6, -5.0, 98.3, -5.0, -3.0, 0.0, 98.0, -0.6, -2.0, -9.0
#36 OCCNc1ccc(Cl)cc1
    0.5, 91.0, 0.0, 91.5, -1.0, -2.0, -1.0, 100.0, 0.6, -4.0, 0.0
#37 COCCn1nnnc1CN1CCC(C)CC1
    0.3, 102.1, -5.0, 98.3, -4.0, 4.0, -7.0, 99.6, 0.1, -7.0, -6.0
#38 CCOC(=S)SCC(=O)N1CCc2ccccc2C1C1C(=O)CC(C)(C)CC1=O (stereo unspecified)
    8.8, 99.9, -3.0, 98.7, -5.0, 0.0, -3.0, 96.8, 0.5, -2.0, -4.0
#39 CC(C)CC(=O)NC1(C(F)(F)F)C(=O)Nc2c1c(=O)[nH]c(=O)n2Cc1ccco1 (stereo unspecified)
    -0.6, 94.9, -3.0, 98.5, -3.0, -9.0, -12.0, 100.7, -1.3, -10.0, -15.0
#40 N#CCSc1nnc2sc3ccccc3n12
    1.4, 98.3, 4.0, 101.6, 2.0, -3.0, -7.0, 103.7, 0.3, -1.0, 0.0

A draw from above in order of molar mass, lowest first:
Order of results – ABCG2 block, RGS7-Gao reg, Bim-Bcl-W, RGS4-Gao reg, Bim-Mcl-1, Bcl-2 Bim block, Bim-Bfl-1, RGS8-Gao, ABCB1 block, Bim-Bcl-B, Bcl-XL Bim block
#37 COCCn1nnnc1CN1CCC(C)CC1
    0.3, 102.1, -5.0, 98.3, -4.0, 4.0, -7.0, 99.6, 0.1, -7.0, -6.0
#39 CC(C)CC(=O)NC1(C(F)(F)F)C(=O)Nc2c1c(=O)[nH]c(=O)n2Cc1ccco1 (stereo unspecified)
    -0.6, 94.9, -3.0, 98.5, -3.0, -9.0, -12.0, 100.7, -1.3, -10.0, -15.0
#34 O=C(O)CC(SCC(=O)Nc1ccc(S(=O)(=O)N2CCCC2)cc1)C(=O)O (stereo unspecified)
    0.0, ?, 0.0, 99.2, 2.0, -5.0, -6.0, 100.9, 22.4, 0.0, 0.0

More results
Order of results – ABCG2 block, RGS7-Gao reg, Bim-Bcl-W, RGS4-Gao reg, Bim-Mcl-1, Bcl-2 Bim block, Bim-Bfl-1, RGS8-Gao, ABCB1 block, Bim-Bcl-B, Bcl-XL Bim block
#41 COC(=O)c1cc(NC(=O)CN(c2cccc(OC)c2)S(=O)(=O)c2ccccc2)ccc1Cl
    14.1, 84.8, 13.0, 89.9, 11.0, 11.0, 14.0, 82.8, 9.8, -8.0, 14.0
#42 O=C(Nc1cccc2ccccc12)c1ccccc1NS(=O)(=O)c1cccc2cccnc12
    -2.9, 99.8, -1.0, 101.5, 0.0, 0.0, 1.0, 101.3, -0.2, 1.0, -2.0
#43 CC(c1ccccc1)n1c(NCCCn2ccnc2)nc2c1c(=O)[nH]c(=O)n2C (stereo unspecified)
    1.8, 112.5, -1.0, 104.6, -4.0, -10.0, -14.0, 104.2, 0.5, -11.0, -6.0
#44 C=CCN1C=CC(=C/C=C(/C#N)C(=O)OCC)C=C1
    5.9, 99.5, 0.0, 102.0, 0.0, 4.0, 2.0, 101.7, 0.8, -3.0, -2.0
#45 CC(=O)Nc1cccc(OCC(=O)Nc2ccc(F)cc2)c1
    47.0, 96.3, -2.0, 93.2, -4.0, -3.0, -3.0, 97.1, -0.1, -2.0, -9.0
